Assay outcomes (PubChem BioAssay)
Yfh1-off respiration – enhancers of respiration in Yfh1-depleted yeast, dose response, Friedreich's ataxia, plus single-dose screen (AID 1465); fold induction at 50 µM; hits with a dose series show EC50 in µM; S. cerevisiae Yfh1-off respiration, WST-1 reduction, 72 h; higher fold induction means a stronger effect; 220,000 compounds, 0.074% hits;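 active = fold induction of absorbance versus untreated yeast above a set limit, then at least 30% activation at any dose in follow-up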;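 note: activators that raise dye reduction in frataxin-depleted yeast; strong numbers were not always called active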
Hep lipid drop – hepatic lipid droplet formation modulation; AML12 mouse hepatocytes, oleate lipid droplets, BODIPY imaging; inhibition, % at 6.5 µM; 240,000 compounds, 0.4% hits;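 active = lipid droplet intensity inhibited by at least 50%, with more than 500 cells counted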
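System: AML12 hepatocytes (mouse). Probe or stimulus: oleic acid at 100 µM to induce lipid droplet formation. Times: overnight treatment with compound plus oleate. Detection: Image-based BODIPY and DAPI two-channel analysis. Evaluation: percent inhibition of filter-corrected integrated lipid droplet intensity per well.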
WT yeast gro inh – growth inhibition of WT yeast, mitochondrial fusion screen. inhibition, % at 10 µM. mitochondrial fusion phenotypic screen, WT strain. 190,000 compounds, 2.1% hits; in the data active = inhibition above about 58%; tested in S. cerevisiae
MT stabilizer – microtubule stabilizers in HeLa cells. HeLa tubulin immunostaining HCS, 24 h; share of cells brighter than vehicle mean+2SD. % tubulin-high responders, % at 10 µM. 200,000 compounds, 0.83% hits. AID 2205;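 active = plate Z-score above 3 for both tubulin-high and condensed-nucleus cell shares, with cell loss under 80%, at 10 µM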;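 note: anti alpha tubulin signal scored within the nucleus-defined area of each cell; some results filed as inactive read as strong as hits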
Ins promoter up – MIN6 insulin promoter up-regulation; z-score at 5 µM; 190,000 compounds, 0.3% hits; MIN6 insulin promoter-GFP reporter, high-content imaging; hits give high values;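 active = z-score above 3 at 5 µM with at least 500 cells counted in the well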
Dynein transport – dynein cargo transport inhibition; 3617.4 mouse cells, GR-EGFP nuclear translocation imaging; test concentration mostly 20 µM; stimulated with dexamethasone, 1 µM; hits give low values; z-score, hits read low; 220,000 compounds, 0.47% hits; AID 1381;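 active = plate z-score of nuclear minus cytoplasmic receptor signal below a set negative limit, without overly bright fluorescence or cell loss, cut at about -3.5 in these data, passing the limit was not always enough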;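 note: z-score of nuclear minus cytoplasmic ring GR-EGFP intensity difference per well; some compounds called inactive have numbers as strong as hits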
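medium = tetracycline-free induction medium containing charcoal-stripped FBS | also added = 1.0 µM final dexamethasone stimulus | schedule = 48 h induction, 1 h compound, 30 min dex at 37 °C | technique = fixed, Hoechst-stained cells imaged at 10x for EGFP | measure = GR-EGFP nuclear translocation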
Autophagy mod – autophagy modulation, high-content screen; 190,000 compounds, 0.98% hits; AID 463193; MEF GFP-LC3 puncta imaging; test concentration mostly 10 µM; calls only at 10 µM (by protocol);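 active = percentage of spot-positive cells more than 3 SD above its plate mean, without a fluorescence outlier flag or 80% toxicity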;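 note: spot-positive cell cutoff set from DMSO-treated cells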
NOD2 inhibition – inhibition of NOD2-driven NF-kB reporter – cell-based, luminescence, uHTS, HEK293 (AID 1566); HEK293 NOD2/NF-kB luciferase reporter, luminescence; higher % means a stronger effect; one-dose inhibition, % at 4 µM; EC50 in µM for titrated hits; 290,000 compounds, 0.63% hits; in the data active = inhibition above about 50%; note: many of its hits are not listed in these tables
bCat nuc transl – alters nuclear translocation of beta-catenin in HeLa cells; immunofluorescence imaging; nuclear translocation activity, % at 5 µM; 190,000 compounds, 0.3% hits;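 active = nuclear translocation activity above 50% at 5 µM, with a well cell count of 50 or more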;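 note: per-cell ratio of nuclear to cytoplasmic median beta-catenin stain intensity; plate controls were DMSO negative control for no effect and GSK-3 inhibitor IX positive control for full effect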
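test system = HeLa cells, endogenous beta-catenin | dosing = single 5 µM dose plus 0.02–20 µM confirmation series | times = compound treatment 24 h, 37°C, 5% CO2 | technique = beta-catenin immunofluorescence imaging with DAPI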
WT yeast gro inh mutant strain – also measured in WT yeast gro inh; calls as there; inhibition, %; mitochondrial fusion phenotypic screen, mutant strain inhibition
Dynein transport cytoplasmic EGFP – recorded beside Dynein transport, whose call it bears; z-score; measured here: cytoplasmic GR-EGFP intensity; hits give high values
Dynein transport nuclear GR-EGFP – further read-out of Dynein transport, marked with its call; z-score; measured here: nuclear GR-EGFP intensity;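 lower value marks the stronger effect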
Dynein transport cell count – recorded beside Dynein transport, whose call it bears; z-score; measured here: cell count per field
Ins promoter up cell count – second read-out of Ins promoter up, no call of its own (marks repeat the call); cell count; measured here: cytotoxicity, nuclei count;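 total cells summed across four imaged fields per well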
Hep lipid drop cells 6.5 µM – further read-out of Hep lipid drop, marked with its call; cell count; measured here: cell count, cytotoxicity flag;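 cells counted across two imaged fields per well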
bCat nuc transl cell count 5 µM – second read-out of bCat nuc transl, no call of its own (marks repeat the call); cell count; measured here: cell count, cytotoxicity flag
MT stabilizer Hoechst-high % – also measured in MT stabilizer; calls as there; % Hoechst-high responders; measured here: nuclear condensation Hoechst responders;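 share of cells brighter than vehicle mean plus two SD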
MT stabilizer cytotoxicity % – also measured in MT stabilizer; calls as there; toxicity, %; measured here: cytotoxicity by cell density;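 0% = mean cell density of plate MIN control wells and 100% = no cells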
Autophagy mod cell loss 18 h – second read-out of Autophagy mod, no call of its own (marks repeat the call); toxicity, %; measured here: cell loss, nuclei count;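 cell loss after 18 h compound exposure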
* hit, by the source's call. These rows are one share of the data (hit frequency here may not be typical).

Results for O=S1(=O)CCN2N=C(C3CC3)SC2=N1 ?
Yfh1-off respiration: inactive; Hep lipid drop: 17.7; WT yeast gro inh: -2.0; MT stabilizer: 3.1; Ins promoter up: 1.19; Dynein transport: -0.397; Autophagy mod: inactive; NOD2 inhibition: 3.5%; bCat nuc transl: -1.1; WT yeast gro inh mutant strain: -2.5; Dynein transport cytoplasmic EGFP: 0.0394; Dynein transport nuclear GR-EGFP: -0.104; Dynein transport cell count: -0.665; Ins promoter up cell count: 1533; Hep lipid drop cells 6.5 µM: 696; bCat nuc transl cell count 5 µM: 1050; MT stabilizer Hoechst-high %: 2.1; MT stabilizer cytotoxicity %: 10.0; Autophagy mod cell loss 18 h: -1.9

Results for O=C(CCCCCNC(=S)Nc1ccccc1)C[N+](=O)[O-] ?
Yfh1-off respiration: inactive; Hep lipid drop: 0.1; WT yeast gro inh: -25.4; MT stabilizer: 2.2; Ins promoter up: 0.19; Dynein transport: 0.163; Autophagy mod: inactive; NOD2 inhibition: 14.1%; bCat nuc transl: -2.6; WT yeast gro inh mutant strain: 1.5; Dynein transport cytoplasmic EGFP: -0.207; Dynein transport nuclear GR-EGFP: 0.558; Dynein transport cell count: -0.178; Ins promoter up cell count: 1280; Hep lipid drop cells 6.5 µM: 713; bCat nuc transl cell count 5 µM: 1111; MT stabilizer Hoechst-high %: 4.2; MT stabilizer cytotoxicity %: 8.9; Autophagy mod cell loss 18 h: 1.5

What do the screens show for `CC(C)c1nnc(NC(=O)CCC(=O)Nc2ccc3cn[nH]c3c2)s1`?
Yfh1-off respiration: inactive; Hep lipid drop: 10.5; Ins promoter up: 0.28; Dynein transport: -0.47; NOD2 inhibition: 1.1%; bCat nuc transl: -1.0; Dynein transport cytoplasmic EGFP: -0.0969; Dynein transport nuclear GR-EGFP: -0.213; Dynein transport cell count: 0.658; Ins promoter up cell count: 1412; Hep lipid drop cells 6.5 µM: 750; bCat nuc transl cell count 5 µM: 1081

Results for CC(c1nc2ccccc2c(=O)[nH]1)N(C)CCOc1ccc(Cl)cc1 (stereo not drawn) ?
Yfh1-off respiration: inactive; Hep lipid drop: 0.8; Ins promoter up: 0.02; Dynein transport: -0.403; NOD2 inhibition: -4.3%; bCat nuc transl: -0.1; Dynein transport cytoplasmic EGFP: -0.165; Dynein transport nuclear GR-EGFP: -0.207; Dynein transport cell count: 0.658; Ins promoter up cell count: 1073; Hep lipid drop cells 6.5 µM: 753; bCat nuc transl cell count 5 µM: 1336

What do the screens show for `CCOC(=O)N1CCN(C(=O)CSCc2nc(-c3ccccc3C)oc2C)CC1`?
Yfh1-off respiration: inactive; WT yeast gro inh: -15.9; MT stabilizer: 5.1; Ins promoter up: -0.68; Dynein transport: -0.873; Autophagy mod: inactive; NOD2 inhibition: 23.7%; bCat nuc transl: 0.5; WT yeast gro inh mutant strain: 0.8; Dynein transport cytoplasmic EGFP: 0.44; Dynein transport nuclear GR-EGFP: -0.175; Dynein transport cell count: 1.17; Ins promoter up cell count: 1186; bCat nuc transl cell count 5 µM: 849; MT stabilizer Hoechst-high %: 3.3; MT stabilizer cytotoxicity %: 2.3; Autophagy mod cell loss 18 h: 4.0

How did CCCCCC(=O)NC(=S)NC1C2CC3CC(C2)CC1C3 (stereo not drawn) do in these assays?
Yfh1-off respiration: inactive; Hep lipid drop: 5.6; Ins promoter up: 0.24; Dynein transport: -0.343; NOD2 inhibition: -6.4%; bCat nuc transl: 1.1; Dynein transport cytoplasmic EGFP: -0.236; Dynein transport nuclear GR-EGFP: 0.412; Dynein transport cell count: -0.0954; Ins promoter up cell count: 1179; Hep lipid drop cells 6.5 µM: 733; bCat nuc transl cell count 5 µM: 1297

Results for COc1cccc(NC2C=CS(=O)(=O)C2)c1 (stereo not drawn) ?
Yfh1-off respiration: inactive; Hep lipid drop: -7.2; WT yeast gro inh: -6.0; MT stabilizer: 2.4; Dynein transport: 1.11; Autophagy mod: inactive; NOD2 inhibition: 23.0%; bCat nuc transl: -1.0; WT yeast gro inh mutant strain: 15.3; Dynein transport cytoplasmic EGFP: -0.232; Dynein transport nuclear GR-EGFP: 0.255; Dynein transport cell count: -0.127; Hep lipid drop cells 6.5 µM: 703; bCat nuc transl cell count 5 µM: 1046; MT stabilizer Hoechst-high %: 1.3; MT stabilizer cytotoxicity %: 6.4; Autophagy mod cell loss 18 h: 15.0

Results for O=C(CSc1nnc(-c2ccccn2)n1-c1ccc(Cl)cc1)Nc1ccc2c(c1)OCO2 ?
Yfh1-off respiration: inactive; Hep lipid drop: 0.2; WT yeast gro inh: -12.0; MT stabilizer: 3.9; Ins promoter up: 0.65; Dynein transport: -0.0395; Autophagy mod: inactive; NOD2 inhibition: -8.7%; bCat nuc transl: -6.6; WT yeast gro inh mutant strain: -12.4; Dynein transport cytoplasmic EGFP: -0.257; Dynein transport nuclear GR-EGFP: 0.256; Dynein transport cell count: 0.226; Ins promoter up cell count: 876; Hep lipid drop cells 6.5 µM: 808; bCat nuc transl cell count 5 µM: 1061; MT stabilizer Hoechst-high %: 2.2; MT stabilizer cytotoxicity %: 3.2; Autophagy mod cell loss 18 h: 5.3

How did O=C(Cn1cnc2ccccc2c1=O)NCC1COc2ccccc2O1 (stereo not drawn) do in these assays?
Yfh1-off respiration: inactive; Hep lipid drop: 0.7; WT yeast gro inh: -21.2; MT stabilizer: 1.9; Dynein transport: 0.203; Autophagy mod: inactive; NOD2 inhibition: 6.9%; bCat nuc transl: -1.2; WT yeast gro inh mutant strain: -9.5; Dynein transport cytoplasmic EGFP: -0.172; Dynein transport nuclear GR-EGFP: 0.179; Dynein transport cell count: 0.308; Hep lipid drop cells 6.5 µM: 755; bCat nuc transl cell count 5 µM: 1144; MT stabilizer Hoechst-high %: 1.9; MT stabilizer cytotoxicity %: 5.4; Autophagy mod cell loss 18 h: -0.1

How did COc1ccccc1C(=O)N1CCN(Cc2nc3cc([N+](=O)[O-])ccc3n2C)CC1 do in these assays?
Yfh1-off respiration: inactive; Hep lipid drop: 3.3; WT yeast gro inh: 2.6; MT stabilizer: 3.0; Ins promoter up: 0.21; Dynein transport: 0.938; Autophagy mod: inactive; NOD2 inhibition: 16.2%; bCat nuc transl: -3.7; WT yeast gro inh mutant strain: 17.8; Dynein transport cytoplasmic EGFP: -0.309; Dynein transport nuclear GR-EGFP: 1.23; Dynein transport cell count: -0.949; Ins promoter up cell count: 1591; Hep lipid drop cells 6.5 µM: 739; bCat nuc transl cell count 5 µM: 1061; MT stabilizer Hoechst-high %: 3.0; MT stabilizer cytotoxicity %: 17.4; Autophagy mod cell loss 18 h: 2.1

What do the screens show for `CN(CC(=O)Nc1ccc(S(=O)(=O)N2CCCC2)cc1)CC(=O)Nc1cccc(F)c1`?
Yfh1-off respiration: inactive; Hep lipid drop: 8.8; WT yeast gro inh: -30.6; MT stabilizer: 3.7; Ins promoter up: -0.2; Dynein transport: 0.743; Autophagy mod: inactive; NOD2 inhibition: 23.8%; bCat nuc transl: 0.3; WT yeast gro inh mutant strain: 9.9; Dynein transport cytoplasmic EGFP: -0.065; Dynein transport nuclear GR-EGFP: 0.295; Dynein transport cell count: -1.26; Ins promoter up cell count: 1694; Hep lipid drop cells 6.5 µM: 668; bCat nuc transl cell count 5 µM: 1043; MT stabilizer Hoechst-high %: 4.1; MT stabilizer cytotoxicity %: 11.0; Autophagy mod cell loss 18 h: -13.7

What do the screens show for `Cc1cc(C)c(OCCNC(=O)c2ccccc2Sc2ccccc2C#N)c(C)c1`?
Yfh1-off respiration: inactive; Hep lipid drop: 6.4; WT yeast gro inh: 24.5; MT stabilizer: 1.0; Ins promoter up: -0.06; Dynein transport: 1.54; Autophagy mod: inactive; NOD2 inhibition: 17.2%; bCat nuc transl: 1.2; WT yeast gro inh mutant strain: 19.3; Dynein transport cytoplasmic EGFP: -0.144; Dynein transport nuclear GR-EGFP: 1.86; Dynein transport cell count: -3.03; Ins promoter up cell count: 1329; Hep lipid drop cells 6.5 µM: 601; bCat nuc transl cell count 5 µM: 1076; MT stabilizer Hoechst-high %: 2.1; MT stabilizer cytotoxicity %: 6.8; Autophagy mod cell loss 18 h: 7.0

How did CCCCC(=O)NNC(=O)CC(=O)Nc1ccccc1C(=O)O do in these assays?
Yfh1-off respiration: inactive; Hep lipid drop: -7.9; Ins promoter up: -0.09; Dynein transport: -0.192; NOD2 inhibition: -0.2%; bCat nuc transl: -0.5; Dynein transport cytoplasmic EGFP: -0.228; Dynein transport nuclear GR-EGFP: -0.493; Dynein transport cell count: 0.506; Ins promoter up cell count: 1481; Hep lipid drop cells 6.5 µM: 698; bCat nuc transl cell count 5 µM: 1337

What do the screens show for `O=C(CCNC(=O)c1ccccc1)OCC(=O)c1cccc(Cl)c1`?
Yfh1-off respiration: inactive; Hep lipid drop: -5.1; WT yeast gro inh: 11.2; MT stabilizer: 3.0; Ins promoter up: -0.34; Dynein transport: 0.322; Autophagy mod: inactive; NOD2 inhibition: 14.8%; bCat nuc transl: 0.8; WT yeast gro inh mutant strain: 5.8; Dynein transport cytoplasmic EGFP: -0.293; Dynein transport nuclear GR-EGFP: 0.417; Dynein transport cell count: -0.522; Ins promoter up cell count: 1163; Hep lipid drop cells 6.5 µM: 722; bCat nuc transl cell count 5 µM: 1012; MT stabilizer Hoechst-high %: 1.9; MT stabilizer cytotoxicity %: 1.4; Autophagy mod cell loss 18 h: -5.4
